AT treatment = qHTS Assay for Identifying a Potential Treatment of Ataxia-Telangiectasia | […] A-T fibroblasts, KAP-1 phosphorylation AlphaLISA; neocarzinostatin DNA damage 30 min before lysis | Potency, µM (titrated, usually from 57.5 µM), inactives show top-dose activation, actives largely listed as activators | 320,000 tested, 0.19% active | AID 485349, 2010; further: potency means the concentration at half of the fitted maximal effect; % of control where 0% means no effect; nearly all actives have a fitted effect of over 45% in size
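hTERT-immortalized A-T patient fibroblasts ([…]), 500 cells/well in OPTI-MEM, 1% FBS, got compounds for 60 min, then NCS for 30 min at 37C. Lysates were then assayed for phospho-KAP-1 by AlphaLISA (anti-pKAP1 donor, anti-KAP1 acceptor beads), 6 hr at 25C.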
Tb PFK inh = qHTS Assay to Find Inhibitors of T. brucei phosphofructokinase. Potency, µM (series often up to 57.5 µM), for the others: at the highest dose activity, negative = inhibition, most hits filed as inhibitors. T. brucei PFK, ADP-Glo luminescence. AID 485367, 2010. 330,000 tested, 0.17% active. ATP-dependent 6-phosphofructokinase (Trypanosoma brucei brucei), O15648;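 further: potency means the concentration at half of the fitted maximal effect; 0% = uninhibited 1x PFK enzyme wells and -100% = no-enzyme wells; nearly all actives have a fitted effect of over 60% in size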
Target sequence (O15648 whole entry, looked up): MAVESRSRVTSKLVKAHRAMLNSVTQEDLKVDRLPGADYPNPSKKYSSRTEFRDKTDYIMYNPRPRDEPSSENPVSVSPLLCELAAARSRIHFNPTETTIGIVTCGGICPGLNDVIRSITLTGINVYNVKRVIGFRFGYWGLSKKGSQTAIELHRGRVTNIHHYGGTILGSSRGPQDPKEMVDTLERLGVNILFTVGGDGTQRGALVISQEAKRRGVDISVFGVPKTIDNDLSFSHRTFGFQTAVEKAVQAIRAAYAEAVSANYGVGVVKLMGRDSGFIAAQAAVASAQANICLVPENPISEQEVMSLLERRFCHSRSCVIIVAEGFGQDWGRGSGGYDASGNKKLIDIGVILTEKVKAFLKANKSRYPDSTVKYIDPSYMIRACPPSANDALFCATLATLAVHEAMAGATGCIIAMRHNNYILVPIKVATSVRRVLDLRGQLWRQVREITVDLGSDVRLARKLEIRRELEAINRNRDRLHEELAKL
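PFK 1.25 nM, F6P 0.5 mM, ATP 0.1 mM, 0.1 M TEA pH 8.0, 5 mM MgCl2, 0.01% Tween20, 0.1% BSA; 45 min RT. ADP-Glo readout. qHTS titration up to 57 uM; curves fitted, compounds curve-classed.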
ELG1 repair inh = qHTS screen for small molecules that inhibit ELG1-dependent DNA repair in human embryonic kidney (HEK293T) cells expressing luciferase-tagged ELG1; 330,000 tested, 2.3% active; Potency, µM (highest dose often 46.1 µM), inactives show at the highest dose activity change, negative = inhibition, actives largely listed as inhibitors; AID 504467, 2011; HEK293T ELG1-luciferase reporter, luminescence, 16 h; DNA damage induced by 5-fluorouridine; further: potency means the concentration at half of the fitted maximal effect; on the % scale 0 is the no-effect control and ±100 the full control effect; nearly all actives have a fitted effect of over 55% in size
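HEK293T cells expressing luciferase-tagged ELG1 (2,000/well) received 5-Fluorouridine plus compound or DMSO for 16 hr at 37 °C. Luciferase was read by ONE-Glo luminescence after 30 min at room temperature.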
Eya2 phos inh = qHTS Assay for Inhibitors of the Phosphatase Activity of Eya2; Protein phosphatase EYA2 (Homo sapiens), O00167; recombinant Eya2, OMFP fluorescence dephosphorylation (OMFP is methylfluorescein phosphate); Potency, µM (top dose mostly 76.9 µM), inactives show top-dose activity, negative = inhibition, most hits filed as inhibitors; 330,000 tested, 0.006% active; AID 488837, 2010; further: potency means the concentration at half of the fitted maximal effect; on the % scale 0 is the no-effect control and ±100 the full control effect
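Eya2 (0.2 uM) preincubated 10 min at ambient with compound, then OMFP substrate added at 50 uM; 10 min reaction in 50 mM HEPES pH 7.5, 50 mM NaCl, 5 uM MgCl2, 0.05% BSA, 1 mM DTT. Fluorescence read at Ex 485/Em 525 nm.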
TSHR antagonist = Antagonists of the Thyroid Stimulating Hormone Receptor: HTS campaign | activity change, negative = inhibition, % at 11.5 µM | Thyrotropin receptor (Homo sapiens), P16473 | TSHR-expressing cells, TSH-stimulated cAMP HTRF, 2 h; hits give low values | 330,000 tested, 0.2% active;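 active means activity change below a set negative limit, meaning inhibition stronger than a set level, cut at about -70% in these data; inconclusive means activity change between two set negative limits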; further: on the % scale 0 is the no-effect control and ±100 the full control effect
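Cell-based HTRF cAMP assay; TSHR cells + compound, TSH EC80 (4nM final), 2 h, 37 deg C. Lysis with anti-cAMP cryptate and cAMP-d2, 30 min RT, read 665/620 nm.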
a7 integrin act = qHTS for Activators of Integrin-Mediated Alleviation for Muscular Dystrophy; alpha7betagal myoblasts, beta-gal FDG fluorescence, 48 h; Potency, µM (titrated, usually from 38.3 µM), inactives show at the highest dose activation, hits mostly activators; 350,000 tested, 0.064% active; AID 624291, 2012;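 further: potency means the concentration at half of the fitted maximal effect; 100% = response of the positive control SU9516; nearly all actives have a fitted effect of over 60% in size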
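Alpha7betagal+/- myoblasts (passage 13) were plated 16-24 hr, then exposed to compounds (1:260 dilution of DMSO stock) for 48 hours at 37C. After MPER lysis, β-galactosidase reporter activity was read as FDG fluorescence (ex 480/em 540) after 30 minutes.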
TCR act = Activators of T cell receptors: qHTS campaign; primary human leukocytes, anti-CD3, IL-2 HTRF, 48 h; Potency, µM (titrated, usually from 9.22 µM), inactives show at the highest dose activation of IL-2 secretion, usual class: activators; 330,000 tested, under 10 active; AID 504894, 2011; further: % of control where 0% means no effect
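Using a-CD3 beads without co-stimulation, primary human leukocytes were exposed to compounds for 48 hr. An HTRF IL-2 kit measured the cytokine, with europium-to-d2 energy transfer producing emission at 665nm upon 320nm excitation.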
Mito fusion yeast = qHTS Assay for Small Molecule Inhibitors of Mitochondrial Division or Activators of Mitochondrial Fusion; S. cerevisiae fusion-defective mutant growth rescue, CellTiterGlo 48 h; Potency, µM (top dose mostly 46.1 µM), for inactives: at the top dose growth rescue (activation), hits mostly activators; 320,000 tested, 0.23% active;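 further: potency means the concentration at half of the fitted maximal effect; % of control where 0% means no effect; nearly all actives have a fitted effect of over 45% in size; temperature-sensitive fusion mutants such as fzo1-1 at 37 °C on non-fermentable ethanol glycerol medium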
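Yeast fusion mutant, YPEG (non-fermentable carbon), compound, 48 h at 37C non-permissive; CellTiterGlo added, 10 min RT, luminescence read. Rescued growth = division inhibition.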
ASM inhibitor = Inhibitors of Secretory Acid Sphingomyelinase (S-ASM): qHTS | 340,000 tested, 0.006% active | Potency, µM (top dose mostly 57.5 µM), without a hit: at the top dose activity change, negative = inhibition, usual class: inhibitors | placental ASM, HMU-PC fluorogenic substrate, 60 min | AID 504937, 2011; further: potency means the concentration at half of the fitted maximal effect
Target sequence (P17405 47-631 limits assumed): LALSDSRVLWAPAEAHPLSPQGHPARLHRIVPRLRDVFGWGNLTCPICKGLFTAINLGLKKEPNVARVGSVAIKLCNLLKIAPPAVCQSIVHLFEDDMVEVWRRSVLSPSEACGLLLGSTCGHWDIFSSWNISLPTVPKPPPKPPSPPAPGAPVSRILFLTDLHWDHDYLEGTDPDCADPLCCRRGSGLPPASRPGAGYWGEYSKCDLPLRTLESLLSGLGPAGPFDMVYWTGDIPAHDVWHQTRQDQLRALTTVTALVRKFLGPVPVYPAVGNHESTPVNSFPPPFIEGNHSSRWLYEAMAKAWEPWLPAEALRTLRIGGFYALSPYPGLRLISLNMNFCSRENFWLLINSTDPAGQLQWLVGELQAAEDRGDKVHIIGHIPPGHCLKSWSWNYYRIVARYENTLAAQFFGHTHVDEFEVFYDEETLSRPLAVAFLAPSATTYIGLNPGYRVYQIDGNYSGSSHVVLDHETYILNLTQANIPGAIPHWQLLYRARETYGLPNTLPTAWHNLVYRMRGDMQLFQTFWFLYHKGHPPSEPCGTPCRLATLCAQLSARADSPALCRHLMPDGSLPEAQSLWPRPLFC
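Fluorescence read-out (Ex 386 nm, Em 447 nm) after stopping the reaction at pH 10. Enzyme: ASM from human placenta; substrate HMU-PC0, 9 uM final; 60 min, 37 °C. Compound preincubation 10 min, ambient temperature.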
Chronic BCR inh = qHTS Assay to Find Inhibitors of Chronic Active B-Cell Receptor Signaling. ABC-DLBCL IkBa-CBG/CBR reporter, luminescence ratio, 4 h. Potency, µM (titrated, usually from 46.1 µM), inactives show top-dose ratio change, negative = lower green/red ratio, usual class: inhibitors. 340,000 tested, 0.05% active. AID 493014, 2011; active means well fitted inhibition curve with a large enough effect in the signal ratio, with a control signal flat, not every such curve was filed as active; inconclusive means small, poorly fitted or top-dose-only effect, or effect the other way, or a change in a side signal; the % refers to the signal ratio;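 further: potency means the concentration at half of the fitted maximal effect; plate controls were basal doxycycline-induced cells for no effect and cells given 10 µM MG132 for full effect; MG132 reads +100%, hits lower the ratio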
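Compounds up to 46 uM were incubated four hours with TMD8 cells whose green CBG68 luciferase is fused to IkappaBalpha; red CBR luminescence normalised the signal, and concentration-effect curves were fitted to fusion, red and ratio data.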
TSG101-PTAP inh = qHTS Assay for Iinhibitors of HIV-1 Budding by Blocking the Interaction of PTAP/TSG101. Tumor susceptibility gene 101 protein (Homo sapiens), Q99816. Fluorescence polarization, FITC-PTAP peptide / Tsg101 binding. Potency, µM (top dose mostly 115 µM), for inactives: top-dose activity change, negative = inhibition, usual class: inhibitors. 340,000 tested, under 10 active; active means well fitted inhibition curve with a large enough effect in the main read-out, with a control signal flat, not every such curve was filed as active; inconclusive means small, poorly fitted or top-dose-only effect, or effect the other way, or a change in a side signal; inactive means no such curve, though single readings can be large or run the other way; further: potency means the concentration at half of the fitted maximal effect; % of control where 0% means no effect
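Fluorescence polarization binding of Tsg101 binding domain (10 uM final) to FITC-labeled PTAP peptide (50 nM final) in HEPES pH 7.5 buffer with NaCl, Tween 20, EDTA, TCEP. Compounds added before peptide; binding 20 min at RT.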
Starred values were filed as active, the others as inactive; ? = inconclusive; / = no result given; [ ] = remark or other dose. Unless noted, the call rests on the fitted dose curve; in most records, active means well fitted curve in the direction sought with a large enough effect; inconclusive means small, poorly fitted or top-dose-only effect, or another doubt; inactive means no such curve, though single readings can be large; an effect the other way counts as inactive or inconclusive.

SMILES | AT treatment | Tb PFK inh | ELG1 repair inh | Eya2 phos inh | TSHR antagonist | a7 integrin act | TCR act | Mito fusion yeast | ASM inhibitor | Chronic BCR inh | TSG101-PTAP inh
CCCC1Oc2ccccc2C(=O)N(CC(=O)c2ccc3c(c2)OCCO3)C1=O (stereo not given) | 2% | 4% | ? | 3% | -21 | 0% | 1% | -1% | -1% | 8% | 1%
COc1ccc(C2CC(=O)Oc3ccc(C(C)(C)C)cc32)cc1 (stereo not given) | 5% | 0% | 5% | -3% | -6 | -9% | -6% | -3% | -5% | 12% | -6%
CCc1noc(C)c1C(=O)OCC(=O)N(C)c1c(N)n(Cc2ccccc2)c(=O)[nH]c1=O | 7% | -2% | -3% | -15% | 4 | -5% | -3% | 3% | 0% | -3% | 0%
CCOC(=O)C(CCCOc1ccc(C(C)CC)cc1)C(=O)OCC (stereo not given) | / | -1% | -17% | -5% | -9 | -30% | -1% | 1% | -1% | 0% | -2%
CCOc1cc(/C=C2\SC(N)=NC2=O)ccc1O | 8% | 1% | ? | 3% | ? | 0% | 4% | 3% | -6% | -11% | 2%
COc1ccc(CCNC(=O)CNS(=O)(=O)c2ccc(Br)s2)cc1OC | 0% | 6% | -16% | -16% | 11 | -8% | 9% | 2% | -2% | -14% | -6%
CC(=O)Nc1ccc(NS(=O)(=O)c2ccc(OC(C)C(=O)N3CCOCC3)cc2)cc1 (stereo not given) | 10% | -10% | 0% | -4% | 7 | -2% | -2% | -10% | 5% | 2% | -7%
CCn1c(SCC(=O)Nc2cc(S(=O)(=O)N3CCOCC3)ccc2OC)nnc1-c1ccncc1 | 2% | 0% | 9% | 20% | 1 | -5% | 5% | 2% | 18% | -2% | -1%
O=C(COC(=O)/C=C/c1ccccc1Cl)NC1CCCC1 | 15% | 14% | 0% | 5% | 20 | -16% | -10% | 6% | 3% | 6% | 1%
COc1ccc(NC(=O)C(OC(=O)c2cnc(C)cn2)c2ccccc2)cc1Cl (stereo not given) | 6% | 8% | 21% | 19% | 1 | 32% | -3% | 0% | / | -3% | 1%
O=C(NCC(=O)N(c1ccccc1)C(C(=O)NC1CCCC1)c1cccnc1)c1cccs1 (stereo not given) | 0% | -1% | -11% | 9% | -10 | -18% | -37% | -1% | 6% | 0% | -5%
O=C(Nc1cccnc1)c1cc2cc(Br)ccc2o1 | 10% | -3% | ? | -2% | -10 | -33% | 4% | -3% | -1% | ? | 6%
O=C(Cn1nnc(-c2ccccc2)n1)NCC(=O)Nc1ccc(F)c(F)c1F | 8% | 4% | -13% | 3% | -5 | ? | / | / | 1% | 0% | -1%
Cc1ccc2occ(/C=N/NC(=O)[C@@H](N)Cc3ccccc3)c(=O)c2c1 | 0% | 3% | -23% | ? | -10 | -2% | 2% | -2% | 8% | 3% | -3%
COc1ccccc1CCc1nnc(CCC(=O)NCCCOc2cccnc2)o1 | 3% | -1% | -6% | -3% | 0 | 19% | -2% | 1% | -1% | 6% | 4%
CC(C)c1nnc(NC(=O)CCC(=O)NC2CCCCCC2)s1 | 2% | 13% | ? | -3% | 6 | 26% | -1% | -4% | 1% | 2% | -1%
O=C1OC(/C=C/c2ccccc2)=NC/1=C/C=C/c1ccccc1 | 1% | 0% | 11% | -3% | 2 | 11% | 11%[46.1 µM] | 0% | 14% | 4% | 1%
CC(C)NC(=O)CCS(=O)(=O)c1ccc(Br)s1 | 2% | -1% | 18% | 5% | 16 | -21% | -6% | -2% | 2% | 1% | -5%
O=[N+]([O-])c1ccc(Sc2ccccc2Cl)nc1 | -4% | -4% | ? | -5% | -1 | -62%[inhibitor] | 4% | 3% | -3% | 14% | -4%
Cc1ccc(-n2nnnc2SC(C)C(=O)Nc2ccc(Cl)cn2)cc1 (stereo not given) | ? | 0% | -11% | 19% | -6 | 16% | 7% | 21% | -11% | 0% | 2%
Fc1ccc(OCc2nc(-c3cccs3)no2)cc1 | 4% | 0% | ? | 7% | -9 | -13% | 0% | 9% | -1% | ? | 0%
CN(C(=O)COC(=O)CNC(=O)c1ccccc1Cl)c1ccccc1 | 1% | 0% | 8% | -1% | 17 | 12% | 3% | -6% | 1% | ? | -4%
COc1ccccc1N1CCN(c2ccc([N+](=O)[O-])nc2)CC1 | -1% | -2% | 3% | 5% | -8 | 11% | 10% | 13% | -5% | 5% | -2%
CC1(C)CC(=O)C(C(C2=C(O)CC(C)(C)CC2=O)c2ccc(O)c([N+](=O)[O-])c2)=C(O)C1 | -5% | -11% | 7% | 2% | -14 | 27% | 15% | -6% | 2% | ? | 5%
CCSc1ccc2c(c1)N(CCCN1CCN(C)CC1)c1ccccc1S2 | -12% | 0% | ? | -17% | 1 | / | -1% | -8% | -14% | ? | -3%

(cont.)
SMILES | AT treatment | Tb PFK inh | ELG1 repair inh | Eya2 phos inh | TSHR antagonist | a7 integrin act | TCR act | Mito fusion yeast | ASM inhibitor | Chronic BCR inh | TSG101-PTAP inh
CS(=O)(=O)c1ccccc1-c1nnc(NC(=O)c2ccco2)o1 | -4% | 17% | 8% | -20% | 14 | 39% | 1% | 16% | 2% | 11% | -1%
C=CCn1c2ccccc2c2nnc(SCC(=O)Nc3cc(C)on3)nc21 | / | -4% | ? | -21% | -10 | -15% | -6% | -1% | 2% | 7% | 0%
C=C(C)CNC(=S)Nc1sc2c(c1C(=O)OCC)CC(C)(C)OC2 | 0% | 0% | -9% | -11% | -4 | -13% | -4%[46.1 µM] | -1% | -14% | 1% | 0%
CCN(CC)c1ccc(C=Nc2ccccc2C)c(O)c1 | 10% | -4% | 10% | -4% | 22 | -2% | -5%[46.1 µM] | 1% | 9% | 0% | -1%
N#C/C(=C\c1ccc(-c2ccccc2[N+](=O)[O-])o1)C(=O)N1CCOCC1 | 1% | -2% | ? | -8% | -1 | -18% | 0% | 15% | -4% | ? | -7%
COc1cc(OC)c(OC)cc1/C=C1\CC(C)C/C(=C\c2cc(OC)c(OC)cc2OC)C1=O (stereo not given) | -3% | -5% | 7.3µM* | 10% | -5 | -71%[inhibitor] | -3% | 1% | ? | ? | ?
Cc1ccc(-n2nc(C)c(/C=N/NC(=O)c3cccs3)c2Cl)cc1 | 10% | 2% | ? | -14% | -4 | -29% | 2%[46.1 µM] | 1% | -3% | ? | 1%
CCOC(=O)N1CCN(C(=S)NC(=O)c2cccc(OC)c2)CC1 | 6% | -6% | ? | 3% | / | 26% | -2% | / | 7% | -2% | 2%
COc1cc(C2C3=C(CC(C)(C)CC3=O)Nc3c2c(=O)[nH]c(=O)n3Cc2ccccc2)ccc1O (stereo not given) | 6% | 0% | 8% | -20% | -4 | 15% | 2% | 0% | / | 0% | -6%
CC(C)NC(=O)C(=O)NNC(=O)C12CC3CC(CC(C3)C1)C2 | -3% | -5% | 5% | -20% | 18 | -8% | 4%[46.1 µM] | -5% | 0% | 1% | 0%
Cc1ccn2c(C(=O)N/N=C/c3ccc(Cl)cc3)c(C)nc2c1 | -5% | 0% | 27% | -7% | 6 | 4% | -4% | -2% | 7% | 8% | -5%

High-throughput results deposited in PubChem by National Center for Advancing Translational Sciences (NCATS).
